Screening data deposited in PubChem by The Scripps Research Institute Molecular Screening Center.
TEAD-YAP block: TEAD-YAP interaction inhibition, primary screen, TEAD-YAP interaction inhibitor project, luminescence, HEK-TIYL cells; TEAD-Gal4/YAP UAS-luciferase luminescence; inhibition, % at 9.12 µM; 1.4% of 640,000 active; AID 1259422, 2018; in the data active = inhibition above about 32%;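 also: 0% = median of test compound wells and 100% = reference inhibitor wells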
MITF primary: MITF inhibitors, primary screen, biochemical, AlphaScreen, human | Microphthalmia-associated transcription factor (Homo sapiens), O75030 | AlphaScreen MITF homodimerization, bead proximity signal | inhibition, % at 2.6 µM | 0.91% of 650,000 active | AID 1259374, 2018; in the data active = inhibition above about 50%;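 also: 0% = vehicle wells with protein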
GPR151 ag: activators of human GPR151, primary screen, cell-based, PathHunter beta-arrestin, luminescence. 1% of 650,000 active. PathHunter beta-arrestin GPR151 cells. activation, % at 11.2 µM; in the data active = activation above about 4.9%;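 also: 0% = median of compound wells and 100% = cells with positive control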
Target sequence (Q8TDV0 whole entry, looked up): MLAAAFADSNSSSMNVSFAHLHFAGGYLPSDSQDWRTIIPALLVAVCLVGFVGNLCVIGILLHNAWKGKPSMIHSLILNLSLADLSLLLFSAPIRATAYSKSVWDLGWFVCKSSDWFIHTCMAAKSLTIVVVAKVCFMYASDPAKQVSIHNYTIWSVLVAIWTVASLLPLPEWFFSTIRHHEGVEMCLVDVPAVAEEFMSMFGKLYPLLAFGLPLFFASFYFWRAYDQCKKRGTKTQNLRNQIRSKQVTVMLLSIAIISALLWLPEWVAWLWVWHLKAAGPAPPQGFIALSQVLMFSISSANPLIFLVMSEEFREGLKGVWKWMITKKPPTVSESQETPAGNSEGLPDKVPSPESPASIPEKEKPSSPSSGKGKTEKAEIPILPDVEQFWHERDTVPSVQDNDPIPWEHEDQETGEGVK
FBW7 activator: FBW7 E3 ligase activators, primary screen, biochemical, AlphaScreen, human. F-box/WD repeat-containing protein 7 (Homo sapiens), Q969H0. AlphaScreen FBW7–phospho-cyclin E peptide binding, activator screen. normalized activity (activation), % at 26.1 µM. 0.13% of 650,000 active; in the data active = normalized activity above about 1.9%;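 also: purified mutant Fbw7 with reduced substrate affinity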
Target sequence (Q969H0 whole entry, looked up): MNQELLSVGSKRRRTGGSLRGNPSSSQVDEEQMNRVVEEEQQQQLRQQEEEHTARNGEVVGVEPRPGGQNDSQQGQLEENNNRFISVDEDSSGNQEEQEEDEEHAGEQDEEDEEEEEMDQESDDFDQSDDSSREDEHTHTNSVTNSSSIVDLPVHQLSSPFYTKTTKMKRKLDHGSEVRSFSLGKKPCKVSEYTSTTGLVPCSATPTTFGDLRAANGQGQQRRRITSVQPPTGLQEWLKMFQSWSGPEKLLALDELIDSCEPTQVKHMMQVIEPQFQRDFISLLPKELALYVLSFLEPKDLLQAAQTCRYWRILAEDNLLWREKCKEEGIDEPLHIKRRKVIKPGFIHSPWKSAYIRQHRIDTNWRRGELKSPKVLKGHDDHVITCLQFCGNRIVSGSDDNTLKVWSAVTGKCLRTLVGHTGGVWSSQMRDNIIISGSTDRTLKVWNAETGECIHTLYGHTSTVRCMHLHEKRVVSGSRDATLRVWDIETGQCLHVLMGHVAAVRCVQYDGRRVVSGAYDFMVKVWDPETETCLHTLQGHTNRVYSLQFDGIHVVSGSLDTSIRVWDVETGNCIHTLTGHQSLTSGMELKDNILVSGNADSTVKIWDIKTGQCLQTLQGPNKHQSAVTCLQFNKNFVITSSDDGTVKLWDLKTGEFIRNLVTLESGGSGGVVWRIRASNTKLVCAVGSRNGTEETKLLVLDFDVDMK
* hit, by the source's call. An unsorted share of the library; overall some 3.4% were active at least once.

Start of the data: the first three entries as a preview:
cpd | SMILES | TEAD-YAP block | MITF primary | GPR151 ag | FBW7 activator
1 | Cc1ccc(NC(=O)c2cccn(OCc3ccc(F)cc3)c2=O)cc1 | -6 | -5 | -1.7 | 0.2
2 | COc1ccccc1Cn1c(=S)[nH]c2cc(C(=O)NCc3cccs3)ccc2c1=O | 0 | -7 | -1.0 | -0.1
3 | O=C(CSc1ncnc2c1cnn2-c1cccc(Cl)c1)Nc1cccc(Cl)c1 | 4 | 2 | -1.4 | 0.0

Main list, previewed entries included:
cpd | SMILES | TEAD-YAP block | MITF primary | GPR151 ag | FBW7 activator
1 | Cc1ccc(NC(=O)c2cccn(OCc3ccc(F)cc3)c2=O)cc1 | -6 | -5 | -1.7 | 0.2
2 | COc1ccccc1Cn1c(=S)[nH]c2cc(C(=O)NCc3cccs3)ccc2c1=O | 0 | -7 | -1.0 | -0.1
3 | O=C(CSc1ncnc2c1cnn2-c1cccc(Cl)c1)Nc1cccc(Cl)c1 | 4 | 2 | -1.4 | 0.0
4 | CC(C)C(=O)c1cc2c(cc1N)OCCO2 | 0 | -3 | 2.2 | -0.3
5 | O=C(Nc1ccc(N2CCCCC2)cc1)c1cccc(OCc2ccccc2)c1 | -16 | 15 | -0.9 | -0.3
6 | CC12CN(C=O)CC(C)(CN(Cc3ccccc3)C1)C2O (centres undefined) | 2 | 5 | -1.4 | 0.2
7 | Fc1ccc(CNCc2ccncc2)cc1 | 6 | -18 | 0.9 | 0.0
8 | Cc1sc2ncn(CC(=O)NCCCC(=O)N(C)Cc3ccccc3)c(=O)c2c1C | 6 | -4 | -0.4 | 0.1
9 | CCOC(=O)Cn1nnnc1CN(Cc1cc2cc(OC)ccc2[nH]c1=O)C1CCCC1 | 1 | 11 | 2.3 | 0.2
10 | COc1cc(SC)ccc1C(=O)N(C)Cc1ccccc1 | -4 | 10 | -1.4 | -0.1
11 | O=C(Nc1ccccc1Cl)c1ccc([N+](=O)[O-])cc1Cl | 0 | 9 | 1.0 | -0.1
12 | NC(=O)c1ccc(-c2nc3ccc(C(=O)NCCN4CCOCC4)cc3s2)cc1 | -27 | 3 | 1.7 | 0.1

Quoted from the listing:
cpd 9 in MITF primary has 11
cpd 4 in GPR151 ag has 2.2
cpd 2 in GPR151 ag has -1.0
cpd 10 in MITF primary has 10

Further records follow.
cpd | SMILES | TEAD-YAP block | MITF primary | GPR151 ag | FBW7 activator
13 | Cc1cccc(-n2cnc3cc(C(=O)NCCc4ccccc4)ccc32)c1 | -19 | 3 | -0.6 | 0.1
14 | COc1ccc(OC)c(NC(=O)CSc2ccc3nnc(-c4ccc(C)cc4)n3n2)c1 | -10 | 7 | -1.2 | 0.0
15 | O=C(NNC(=O)c1ccccc1F)c1ccc(N2CCCCC2)c([N+](=O)[O-])c1 | 7 | 0 | 1.5 | -0.2
16 | O=C(N/N=C/c1ccc(O)c(O)c1)/C(=C/c1ccccc1)NC(=O)c1ccccc1 | 3 | 3 | 0.7 | 0.0
17 | N=C1/C(=C\c2cccn2-c2nnc(-c3ccccc3)s2)C(=O)N=C2SC=NN12 | 19 | 6 | -3.1 | 0.0
18 | Cc1cccc(N(CC(=O)NCc2ccc(Cl)cc2Cl)S(C)(=O)=O)c1C | -9 | 11 | 0.8 | 0.2
19 | COC(=O)CN1C(=O)S/C(=C/c2ccc(SC)cc2)C1=O | -18 | 6 | -1.8 | -0.1
20 | O=C(Nc1ccc(-c2cn[nH]c2)cc1)N(Cc1ccccc1)C1CC1 | -39 | -13 | 0.5 | -0.3
21 | CN(C)c1oc(-c2ccccc2Cl)nc1S(=O)(=O)c1ccccc1 | -5 | 1 | 1.8 | -0.2
22 | COc1ccc2oc(=O)cc(CN(C)Cc3ccco3)c2c1 | -7 | -2 | -0.6 | -0.2
23 | CCN1CCN(Cc2ccc(NC(=O)Cn3ncc4c3-c3ccccc3OC4)cc2)CC1 | 0 | -2 | 1.8 | -0.1
24 | C=CCn1c(SCC(N)=O)nc2scc(-c3ccc(OC)cc3)c2c1=O | 2 | 8 | -1.7 | 1.0
25 | CCOC(=O)C1=C(C)NC(=O)C1(NC(=O)c1ccc(OC)c(OC)c1)C(F)(F)F (centres undefined) | -6 | -6 | -0.5 | 0.5
26 | COc1cc(C=O)ccc1OCc1ccc(C#N)cc1 | -14 | -7 | -0.9 | 0.0
27 | Brc1ccc(CSc2nn3cnnc3s2)cc1 | 53* | -10 | 0.4 | 0.0
28 | CC(C)CC1(C2CCN(C(=O)C3CCCC3)CC2)NC(=O)N(Cc2cccs2)C1=O (centres undefined) | -14 | -14 | -0.3 | -0.1
29 | CCOc1ccc(CCNC(=O)Cn2nnc(-c3ccc(OC)c(OC)c3)n2)cc1OCC | 5 | 2 | 0.6 | 0.0
30 | Cn1c(=O)c2c(nc(SCC(=O)Nc3ccc(OC(F)(F)F)cc3)n2Cc2ccc(C(C)(C)C)cc2)n(C)c1=O | 6 | -9 | -1.0 | 0.3
31 | Cc1cc(C)n(CC(=O)N2CCCC(c3ncncc3-c3ccncc3)C2)n1 (centres undefined) | -13 | 4 | -0.7 | -0.1
32 | CN(C)CCC(=O)c1ccc(O)cc1 | 1 | 0 | -0.7 | -0.1
33 | COc1ccc(Nc2nnc(SC/C(O)=C(\C#N)c3nc4ccccc4[nH]3)s2)cc1 | 4 | 2 | 0.2 | -0.2
34 | Cc1ccc(-c2ccc(SCC(=O)Nc3cc(C)on3)nn2)cc1 | -3 | -15 | -1.3 | 0.0
35 | NC(=O)C[n+]1cccc(C(N)=O)c1 | 12 | 12 | 0.6 | -0.1
36 | Cn1c(/C(C#N)=C/c2ccccc2Cl)nc2ccccc21 | -24 | 20 | -1.3 | 0.3
37 | COc1cc2nc(-c3ccccc3)nc(NCC3CCCO3)c2cc1OC (centres undefined) | -14 | -1 | -1.8 | 0.0
38 | Cc1cccc(CNC(=O)CN(C)c2nnc(N3CCCC3=O)s2)c1 | -10 | -12 | -1.1 | 0.0
39 | CC(=O)c1ccc(NC(=O)CN2CCCCC2)cc1 | -12 | 2 | 1.3 | 0.0
40 | COc1ccc(Cl)cc1Nc1ccc(C(=O)O)cc1[N+](=O)[O-] | 1 | 5 | 0.7 | -0.2
41 | O=c1[nH]c(N2CCOCC2)nc2c1CN(Cc1nnnn1CCc1ccccc1)CC2 | 7 | 5 | 0.0 | 0.2
42 | COC(=O)C(CC(=O)c1ccc(Br)cc1)n1cncn1 (centres undefined) | -2 | -16 | -0.7 | 0.1
43 | CCc1cccc(OCC(=O)Nc2nnc(CC)s2)c1 | 2 | 4 | 4.4 | 0.1
44 | C=C(C)CN1C(=O)NC(CC)(C2CCN(C(=O)c3ccc(NC(C)=O)cc3)CC2)C1=O (centres undefined) | -4 | 4 | -0.3 | -0.3
45 | CC1c2cccn2CCN1S(=O)(=O)c1ccc(Cl)c(C(F)(F)F)c1 (centres undefined) | 13 | 6 | -1.1 | 0.0
46 | CCc1nnc(N/N=C/c2ccc(OCc3ccc(F)cc3Cl)c(OC)c2)n1N | -14 | -1 | 2.0 | 0.1
47 | Cc1cc(C)nc(Sc2ncnc3sc4c(c23)CCCC4)n1 | 3 | -6 | 3.6 | 0.1
48 | Cc1cccc(Cn2c3c(=O)[nH]c(=O)n(C)c3n3c(-c4ccc(F)cc4)nnc23)c1 | -3 | 1 | 4.0 | 0.1
49 | Cn1c(SCC(=O)NCc2ccccc2)nnc1-c1ccccc1 | -3 | -3 | 0.2 | -0.1
50 | COC(=O)Cn1c(=NC(C)=O)sc2cc(OC)ccc21 | 11 | 5 | 0.4 | -0.1
51 | O=C(CN1C(=O)C2(OCCO2)c2ccccc21)c1ccc(Br)cc1 | 6 | 14 | -1.1 | 0.1
52 | N#C/C(=C\c1ccc(OCc2ccc([N+](=O)[O-])cc2)cc1)C(=O)NCC1CCCO1 (centres undefined) | 8 | 5 | 0.4 | -0.2
53 | COc1ccc(CN2CCN(c3ccccn3)CC2)c(OC)c1C | -1 | 31 | 0.2 | 0.0
54 | COc1ccc(C2Nc3ccccc3C(=O)N2Cc2ccccc2)cc1Cn1nc(C)c([N+](=O)[O-])c1C (centres undefined) | 0 | -11 | 0.1 | 0.0
55 | CN(C)c1ccc(/C=C\c2nc3ccccc3c(=O)n2-c2ccc(C(=O)O)cc2)cc1 | 1 | -3 | 0.9 | 0.1
56 | CCOC(=O)c1sc(=NC(=O)c2ccc(OC(C)C)cc2)n(C)c1C | 6 | 3 | 0.7 | 0.2
57 | O=C(CSCc1ccccc1)NCc1ccccc1 | -29 | 3 | 3.1 | -0.1
58 | CCOc1ccc(Nc2cc(C)nc3ccc(Cl)cc23)cc1 | 5 | -11 | 2.6 | 0.2
59 | CC(=O)N1CCC(Oc2ccc(CN3CCCCCCC3)cc2)CC1 | 3 | -1 | 0.5 | 0.6
60 | Cc1ccc(Cn2ncc3c(=O)[nH]cnc32)cc1 | -3 | -7 | 1.1 | 0.0
61 | CCOc1ccc(/C=N/NC(=O)CC(=O)O)cc1 | 7 | 11 | -0.3 | 0.8
62 | CCOCC(=O)Nc1cc(OC)c(Cl)cc1OC | 4 | 6 | 2.4 | 0.0
63 | CCOC(=O)COc1ccc(S(=O)(=O)Nc2ccc(C(=O)OCC)cc2)cc1 | 0 | -7 | 5.0* | 0.0
64 | C=CC(=O)NC(C(=O)OCC)C(OC(=O)CCBr)c1ccccc1 (centres undefined) | -2 | 1 | 0.4 | 0.1
65 | CCC(C)(C)c1ccc(OCC(O)CN2CCCCC2)c(C(C)(C)CC)c1 (centres undefined) | 22 | -6 | 0.5 | 0.0
66 | CCn1c(=S)[nH]c2sc3c(c2c1=O)CCC(C)C3 (centres undefined) | 7 | 0 | 0.1 | 0.0
67 | c1ccc(N2CCN(c3ccc4nncn4n3)CC2)nc1 | -1 | 2 | 0.6 | -0.1
68 | O=C(N/N=C/c1ccccc1Br)NC1CCCCC1 | 5 | 6 | -0.9 | 0.0
69 | CCOc1cc(/C=C2/C(=N)N3N=C(CC(C)C)SC3=NC2=O)cc(Cl)c1OCCOc1ccc(C)cc1 | -13 | -12 | 0.3 | 0.2
70 | Cc1cccc(-n2c(O)c(C=Nc3cccc(C(=O)O)c3)c(=O)[nH]c2=O)c1 | 2 | 3 | 0.4 | 0.1
71 | CCOC(=O)CCC(=O)Nc1ccc(NC(=O)CCC(=O)OCC)cc1 | 2 | 2 | -0.8 | 0.0
72 | O=C1NC(=O)C2C1C1C=CC2(CO)O1 (centres undefined) | -3 | 9 | -0.2 | 0.1

Next part
cpd | SMILES | TEAD-YAP block | MITF primary | GPR151 ag | FBW7 activator
73 | CCOC(=O)CC(=O)CSc1nc2c(sc(=S)n2-c2ccc(CC)cc2)c(=O)n1-c1ccc(C)cc1 | -4 | 12 | -0.1 | 0.1
74 | S=c1[nH]nc(COc2ccccc2)n1Cc1ccccc1 | 2 | 13 | 0.6 | -0.1
75 | COc1cccc(/C=C2\N=C(c3ccccc3F)OC2=O)c1OC | 5 | -1 | 1.3 | 0.3
76 | COc1ccc(CNC(=O)C2CCCCC2C(=O)O)cc1 (centres undefined) | -2 | -4 | 2.3 | -0.1
77 | Cc1c(CBr)[n+](=O)c2c(n1[O-])C(Br)CCC2Br (centres undefined) | 2 | 6 | 1.8 | -0.3
78 | COCCN1C(=O)CC(Sc2ccccc2C(=O)O)C1=O (centres undefined) | -1 | -4 | 0.0 | 0.1
79 | Clc1cccc(Cl)c1Cn1c2ccccc2c2nc3ccccc3nc21 | -3 | -1 | 2.1 | -0.1
80 | CCOC(=O)C1CCCN(Cc2cc(=O)oc3cc(C)c(C)cc23)C1 (centres undefined) | -5 | 6 | 1.0 | 0.2
81 | CCN(CCCNC(=O)Cn1c(=O)oc2cc(Cl)ccc21)c1cccc(C)c1 | 9 | 3 | 0.1 | 0.1
82 | COc1ccc(OC)c2nc(-c3ccncc3)ccc12 | -19 | 10 | -0.8 | 0.0
83 | COc1ccc(-c2cnc3c(NCCCO)nccn23)cc1OC | -22 | 15 | -0.5 | 0.0
84 | COc1ccc(NCC(O)COc2ccc(OC)cc2)cc1 (centres undefined) | -3 | 6 | -1.9 | -0.1

Overlap with the part before: three entries, then new ones.
cpd | SMILES | TEAD-YAP block | MITF primary | GPR151 ag | FBW7 activator
82 | COc1ccc(OC)c2nc(-c3ccncc3)ccc12 | -19 | 10 | -0.8 | 0.0
83 | COc1ccc(-c2cnc3c(NCCCO)nccn23)cc1OC | -22 | 15 | -0.5 | 0.0
84 | COc1ccc(NCC(O)COc2ccc(OC)cc2)cc1 (centres undefined) | -3 | 6 | -1.9 | -0.1
85 | S=C1NC2(CCCC2)Nc2ccccc21 | 12 | 19 | -0.6 | 0.1
86 | C=CCN(CC=C)C(=O)CCCOc1ccccc1 | -23 | 17 | -0.9 | 0.1
87 | COc1cccc(Nc2c(-c3ccccc3)c(=O)c2=O)c1 | -18 | 0 | 0.2 | 0.0
88 | Cc1c(Br)ccc(NC=O)c1C | 8 | 15 | 2.2 | 0.0
89 | COC(=O)c1ccc(C2NC(=O)N(C)C(C)=C2C(=O)OCCOc2ccccc2)cc1 (centres undefined) | -2 | 14 | 0.0 | 0.0
90 | CC1CCCN(S(=O)(=O)c2ccc(C(=O)Nc3nc(-c4ccccn4)cs3)cc2)C1 (centres undefined) | 30 | 43 | 2.2 | -1.0
91 | Cc1cc(C(=O)NCCN2Cc3ccccc3OC(C)C2)c(=O)[nH]c1C (centres undefined) | 10 | 9 | 1.2 | 0.0
92 | CC#CC(=O)N1CCC(CCC(=O)Nc2cccc(OC)c2)CC1 | 2 | 3 | -0.4 | 0.1
93 | O=C(NC(=S)Nc1ccc(-c2nc3ccccc3o2)cc1)c1cncc(Br)c1 | -15 | 4 | 6.1* | 0.0
